IDH1 R132H inh = IDH1 R132H (human) inhibition; IDH1 R132H reductase, diaphorase/resazurin fluorescence, 60 min; inhibition, % at 10 µM; AID 624101; hit rate 0.18% among 70,000; in the data active = inhibition above about 34%;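 note: 0% = DMSO and 100% = no enzyme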
Target sequence (O75874 whole entry R132H): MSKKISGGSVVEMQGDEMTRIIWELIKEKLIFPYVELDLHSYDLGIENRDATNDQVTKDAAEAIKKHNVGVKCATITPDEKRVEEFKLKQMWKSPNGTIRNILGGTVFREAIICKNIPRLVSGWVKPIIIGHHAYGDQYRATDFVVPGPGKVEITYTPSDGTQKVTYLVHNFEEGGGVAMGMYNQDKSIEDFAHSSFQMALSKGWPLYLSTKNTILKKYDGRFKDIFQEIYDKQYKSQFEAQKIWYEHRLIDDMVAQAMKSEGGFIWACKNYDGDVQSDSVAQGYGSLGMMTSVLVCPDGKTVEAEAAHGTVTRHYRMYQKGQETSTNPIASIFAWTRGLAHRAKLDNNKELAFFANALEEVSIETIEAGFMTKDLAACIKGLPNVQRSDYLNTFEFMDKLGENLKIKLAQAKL
PRC2 inh = blocks human EZH2/PRC2 H3K27 methylation; DELFIA TRF, 1 h; inhibition, % at 12.5 µM; hit rate 0.35% among 57,000;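 active = mean inhibition of replicates at least 50% and every single replicate also reaching 50%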;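 note: dimethyl H3K27 on biotinylated H3 21-44 peptide detected by antibody; plate controls were median neutral control wells for no effect and median positive control wells for full effect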
Numbers without * were called inactive; / = not tested or not shown; & = joins results of further samples. This is a subset; count on the stated rates, not on these rows.

SMILES	IDH1 R132H inh	PRC2 inh
CCCN(C)C[C@H]1OCCCC[C@@H](C)Oc2ccc(NS(=O)(=O)c3ccc(F)cc3)cc2C(=O)N([C@H](C)CO)C[C@@H]1C	/	-5
Cc1noc(C)c1NC(=O)N(C)C[C@@H]1Oc2c(NC(=O)c3ccncc3)cccc2C(=O)N([C@H](C)CO)C[C@@H]1C	-0.9	/
O=C(CSc1nc2ccccc2s1)Nc1ccc2c(c1)OCCO2	-0.6	20
CC(C)NC(=O)Nc1ccc2c(c1)C(=O)N([C@@H](C)CO)C[C@@H](C)[C@@H](CN(C)Cc1ccc(Cl)c(Cl)c1)O2	1.5	-12
COc1cccc(S(=O)(=O)N[C@@H]2CC[C@@H](CC(=O)NCc3ccncc3)O[C@H]2CO)c1	0.2	6
C[C@H](CO)N1C[C@H](C)[C@@H](CN(C)Cc2ccccc2)OCc2cnnn2CCCC1=O	-0.8	/
CC(C)COC(=O)N(C)C[C@@H]1OCc2ccccc2-c2c(n(C)c3ccccc23)C(=O)N([C@@H](C)CO)C[C@H]1C	/	-16
Cc1noc(C)c1NC(=O)N[C@H]1C=C[C@@H](CC(=O)NCCCN(C)C)O[C@H]1CO	-0.2	-4
Cc1noc(C)c1S(=O)(=O)Nc1ccc2c(c1)CC(=O)N([C@H](C)CO)C[C@H](C)[C@H](CN(C)C(=O)NC(C)C)O2	-0.4	/
CCC(=O)Nc1ccc2c(c1)OC[C@H](C)NC[C@H](C)[C@@H](OC)CN(C)C2=O	0.1	-8
C[C@H](CO)N1C[C@H](C)[C@@H](CN(C)S(=O)(=O)c2cn(C)cn2)Oc2c(NS(C)(=O)=O)cccc2C1=O	0.2	/
C[C@H](CO)N1C[C@H](C)[C@H](CN(C)C(=O)Cc2ccccc2)OCCCC[C@H](C)Oc2ccc(NC(=O)c3ccncc3)cc2C1=O	1.4	/
C[C@@H]1CN([C@@H](C)CO)C(=O)Cc2cc(NC(=O)Nc3ccc(C(F)(F)F)cc3)ccc2O[C@H]1CN(C)Cc1ccc(-c2ccccc2)cc1	2.6	/
C[C@H]1CN([C@@H](C)CO)C(=O)c2cc(C#Cc3cccc(F)c3)cnc2O[C@@H]1CN(C)Cc1ccccn1	0.0	/
Cc1noc(C)c1S(=O)(=O)Nc1ccc2c(c1)C(=O)N([C@@H](C)CO)C[C@@H](C)[C@H](CN(C)CC1CC1)O2	3.5	2
CO[C@@H]1CN(C)C(=O)c2ccc(NS(=O)(=O)c3cn(C)cn3)cc2OC[C@@H](C)N(Cc2ccc(C(F)(F)F)cc2)C[C@H]1C	-0.2	1
Cc1ccc2nc(-c3ccc(NC(=O)CN4C(=O)c5ccccc5C4=O)cc3)sc2c1	-0.2	-3
O=C(C[C@@H]1C=C[C@H](NC(=O)C2CC2)[C@H](CO)O1)NCC1CC1	0.1	5
Cc1noc(C)c1S(=O)(=O)Nc1ccc2c(c1)CC(=O)N([C@@H](C)CO)C[C@H](C)[C@@H](CN(C)S(=O)(=O)c1ccc(Cl)cc1)O2	0.7	/
COc1ccc(C)cc1S(=O)(=O)N(C)CC(=O)N1CCOCC1	-0.3	-7
C[C@@H]1CN([C@H](C)CO)C(=O)c2cc(-c3cccnc3)cnc2O[C@H]1CN(C)C(=O)NC1CCCC1	-0.1	-2
Cc1ccc(NS(=O)(=O)c2cc(C(=O)Nc3ccccc3C(=O)N3CCCC3)ccc2Cl)cc1C	-0.7	-9
CCCC(=O)Nc1ccc(OCC(O)CNC(C)C)c(C(C)=O)c1 (centres undefined)	-1.4	/
CCCC(=O)Nc1ccc2c(c1)OC[C@@H](C)N(C(=O)C1CCCC1)C[C@@H](C)[C@@H](OC)CN(C)C2=O	0.1	3
CCCC(O)C#Cc1cnc2c(c1)C(=O)N([C@H](C)CO)C[C@H](C)[C@H](CN(C)S(C)(=O)=O)O2 (some centres undefined)	0.3	21
C[C@H](CO)N1C[C@H](C)[C@@H](CN(C)C(=O)C2CC2)Oc2ncc(-c3cccnc3)cc2C1=O	/	-3
CCC(=O)N[C@H]1C=C[C@@H](CC(=O)NCC2CCCCC2)O[C@H]1CO	0.1	-7
C[C@@H]1CN([C@@H](C)CO)S(=O)(=O)c2ccc(C#Cc3ccccc3F)cc2O[C@@H]1CN(C)C(=O)Cc1ccncc1	/	-24
C[C@H]1CN([C@@H](C)CO)C(=O)c2cc(NC(=O)CCN3CCOCC3)ccc2O[C@@H]1CN(C)S(C)(=O)=O	/	-1
CC1CCCN(CC(O)COCC2COc3ccccc3O2)C1 (centres undefined)	0.5	-1
COc1ccc(NC(=O)Nc2ccc3c(c2)[C@@H]2C[C@@H](CC(=O)N(C)C)O[C@@H](CO)[C@@H]2O3)cc1	1.3	7
CC(C)NC(=O)N[C@@H]1CC[C@@H](CCNC(=O)C2CCOCC2)O[C@H]1CO	-0.2	1
CC(C)NC(=O)N(C)C[C@H]1Oc2ncc(C3=CCCCC3)cc2C(=O)N([C@@H](C)CO)C[C@H]1C	0.7	16
CCCC(=O)Nc1ccc2c(c1)OC[C@@H](C)N(Cc1ccccn1)C[C@H](C)[C@@H](OC)CN(C)C2=O	0.3	-2
N#Cc1ccccc1CSc1nnc(CN2CCOCC2)n1-c1ccccc1	-0.2	7
COc1ccc(S(=O)(=O)Nc2ccc3c(c2)C(=O)N([C@H](C)CO)C[C@H](C)[C@H](CN(C)Cc2ccccc2)OCCCC[C@H](C)O3)cc1	3.2	/
CN1CCN(C(=O)c2cc3c(c(-c4cccc(-c5ccc(C#N)cc5)c4)n2)[C@@H](CCO)N([S@](=O)C(C)(C)C)C3)CC1	-0.1	-24
CC1(C)CC(=O)C2=C(C1)N(CC1CCCO1)C(=O)C2(NC(=O)c1ccccc1)C(F)(F)F (centres undefined)	1.2	6
C[C@@H]1CN([C@H](C)CO)C(=O)Cc2cc(NC(=O)CCC(F)(F)F)ccc2O[C@@H]1CN(C)S(C)(=O)=O	-4.1	-3
Cc1ccc(S(=O)(=O)N(C)C[C@H]2Oc3c(NC(=O)Nc4ccc(C(F)(F)F)cc4)cccc3C(=O)N([C@@H](C)CO)C[C@H]2C)cc1	3.3	/

2 compounds picked at random from the list so far, as already listed:
SMILES	IDH1 R132H inh	PRC2 inh
COc1ccc(S(=O)(=O)Nc2ccc3c(c2)C(=O)N([C@H](C)CO)C[C@H](C)[C@H](CN(C)Cc2ccccc2)OCCCC[C@H](C)O3)cc1	3.2	/
Cc1ccc(S(=O)(=O)N(C)C[C@H]2Oc3c(NC(=O)Nc4ccc(C(F)(F)F)cc4)cccc3C(=O)N([C@@H](C)CO)C[C@H]2C)cc1	3.3	/

Later entries.
SMILES	IDH1 R132H inh	PRC2 inh
CO[C@H]1CN(C)C(=O)c2cc(NC(=O)c3ccc(Oc4ccccc4)cc3)ccc2OC[C@@H](C)NC[C@@H]1C	-0.1	-27
O=C(C[C@@H]1C[C@@H]2c3cc(NC(=O)c4cccnc4)ccc3O[C@@H]2[C@@H](CO)O1)NCCN1CCCCC1	0.5	4
CNC[C@@H]1OCCCC[C@@H](C)Oc2ccc(NC(=O)Nc3cccc4ccccc34)cc2C(=O)N([C@H](C)CO)C[C@H]1C	-15	-18
C[C@H]1CCCCO[C@@H](CN(C)S(=O)(=O)c2ccc(Cl)cc2)[C@@H](C)CN([C@@H](C)CO)C(=O)c2cc(NS(=O)(=O)c3ccc(Cl)cc3)ccc2O1	3.2	/
C[C@H](CO)N1C[C@H](C)[C@H](CN(C)C(=O)Nc2ccccc2)Oc2ccc(NC(=O)CCC(F)(F)F)cc2CC1=O	0.0	3
Cc1ccc(S(=O)(=O)Nc2cccc3c2O[C@H](CN(C)Cc2ccc(Cl)c(Cl)c2)[C@@H](C)CN([C@@H](C)CO)C3=O)cc1	-0.4	/
COc1ccc(NC(=O)Nc2ccc3c(c2)C(=O)N([C@H](C)CO)C[C@@H](C)[C@H](CN(C)Cc2ccc(Oc4ccccc4)cc2)O3)cc1	-0.3	/
Cc1ccc(S(=O)(=O)Nc2ccc3c(c2)C(=O)N([C@H](C)CO)C[C@@H](C)[C@@H](CN(C)C(=O)Nc2ccccc2)OCCCC[C@@H](C)O3)cc1	0.5	/
O=C(C[C@H]1CC[C@H](NC(=O)Nc2ccc(F)cc2)[C@H](CO)O1)NCCN1CCCC1	-0.1	10
COc1cccc(C(=O)Nc2ccc3c(c2)C(=O)N(C)C[C@@H](OC)[C@H](C)CN[C@H](C)CO3)c1	-0.5	0

One compound at a time, as listed above. Screens in order: IDH1 R132H inh	PRC2 inh
COc1ccc(NC(=O)Nc2ccc3c(c2)C(=O)N([C@H](C)CO)C[C@@H](C)[C@H](CN(C)Cc2ccc(Oc4ccccc4)cc2)O3)cc1 in the list: -0.3	/
CNC[C@@H]1OCCCC[C@@H](C)Oc2ccc(NC(=O)Nc3cccc4ccccc34)cc2C(=O)N([C@H](C)CO)C[C@H]1C in the list: -15	-18
O=C(C[C@@H]1C[C@@H]2c3cc(NC(=O)c4cccnc4)ccc3O[C@@H]2[C@@H](CO)O1)NCCN1CCCCC1 in the list: 0.5	4
Cc1ccc(S(=O)(=O)Nc2ccc3c(c2)C(=O)N([C@H](C)CO)C[C@@H](C)[C@@H](CN(C)C(=O)Nc2ccccc2)OCCCC[C@@H](C)O3)cc1 in the list: 0.5	/
CO[C@H]1CN(C)C(=O)c2cc(NC(=O)c3ccc(Oc4ccccc4)cc3)ccc2OC[C@@H](C)NC[C@@H]1C in the list: -0.1	-27

(listing goes on)
SMILES	IDH1 R132H inh	PRC2 inh
CCCNC(=O)C[C@H]1C[C@H]2c3cc(NC(=O)NC4CCCC4)ccc3O[C@H]2[C@H](CO)O1	0.3	1
C[C@@H]1CN([C@@H](C)CO)C(=O)c2cc(NC(=O)c3ccncc3)ccc2O[C@H]1CN(C)Cc1ccncc1	0.6	-6
Cc1ccc(S(=O)(=O)N(C)C[C@@H]2Oc3ccc(NC(=O)C4CC4)cc3CC(=O)N([C@@H](C)CO)C[C@@H]2C)cc1	-4.9	-5
CC(=O)c1ccccc1OCC(O)CN1CCN(c2ccccn2)CC1 (centres undefined)	10	/
CCC(=O)N1C[C@H](C)[C@@H](OC)CN(C)C(=O)c2cc(NC(=O)C3CCCCC3)ccc2OC[C@@H]1C	0.3	4
Cc1noc(C)c1NC(=O)N(C)C[C@H]1Oc2c(NS(=O)(=O)c3cn(C)cn3)cccc2C(=O)N([C@@H](C)CO)C[C@H]1C	2.0	/
C[C@H](CO)N1C[C@H](C)[C@H](CN(C)CC2CCOCC2)Oc2ncc(C#CCc3ccccc3)cc2C1=O	-0.3	/
C[C@@H]1CN([C@@H](C)CO)C(=O)c2cc(NS(C)(=O)=O)ccc2O[C@@H]1CN(C)C(=O)NC1CCCCC1	5.8	-2
O=S(=O)(c1cccc2c(Cl)cccc12)N1CCCNCC1	0.3&-3.0	-14
COc1ccc(S(=O)(=O)N(C)C[C@H]2Oc3ccc(NC(=O)NC(C)C)cc3CC(=O)N([C@@H](C)CO)C[C@@H]2C)cc1	0.5	/
CCCN1C[C@H](C)[C@H](OC)CN(C)C(=O)c2cc(NS(C)(=O)=O)ccc2OC[C@H]1C	/	10
CC(C)NC(=O)Nc1ccc2c(c1)C(=O)N([C@H](C)CO)C[C@H](C)[C@@H](CN(C)C(=O)CCC(F)(F)F)OCCCC[C@H](C)O2	2.5	-14
C[C@H]1CN([C@@H](C)CO)C(=O)c2cc(N(C)C)ccc2O[C@@H]1CN(C)S(=O)(=O)c1ccccc1	-3.5	12
C[C@@H]1CCCCO[C@H](CN(C)C(=O)c2ccccc2)[C@@H](C)CN([C@@H](C)CO)C(=O)c2cc(NC(=O)Cc3ccccc3)ccc2O1	-1.3	/
Cn1c(SCC(=O)Nc2ccccc2Cl)nnc1-c1cccc([N+](=O)[O-])c1	-0.2	8
Cc1nnc(SCC(=O)Nc2ccccc2C#N)s1	0.6	1
CCc1ccc(N2C(=S)N(C(=O)c3cccs3)C3CC2(C)Oc2ccccc23)cc1 (centres undefined)	0.0	-15
C[C@H]1CN([C@@H](C)CO)C(=O)c2cc(C#CC(C)(C)O)cnc2O[C@@H]1CN(C)Cc1cncnc1	0.4	7
C[C@@H]1CN([C@@H](C)CO)S(=O)(=O)c2ccc(C#CC(C)(C)O)cc2O[C@H]1CN(C)C(=O)CC1CC1	-0.6	-5
CNC[C@@H]1Oc2c(NS(=O)(=O)c3ccc(OC)cc3)cccc2C(=O)N([C@H](C)CO)C[C@H]1C	1.6	-2
COc1cc2c(cc1O)CCC1C2CCC2(C)C(O)CCC12 (centres undefined)	-0.4	/
CC1CCc2c(sc3nc(SC(C)C(=O)Nc4ccccc4)nc(N)c23)C1 (centres undefined)	0.2	4
CO[C@@H]1CN(C)C(=O)c2ccc(NC(=O)c3ccc4c(c3)OCO4)cc2OC[C@H](C)N(CC2CC2)C[C@@H]1C	0.1	4
C[C@H](CO)N1C[C@H](C)[C@H](CN(C)S(=O)(=O)c2cn(C)cn2)OCCCC[C@H](C)Oc2ccc(NC(=O)c3ccccc3)cc2C1=O	-1.0	/
C[C@@H]1CN([C@H](C)CO)C(=O)Cc2cc(NC(=O)Cn3cnnn3)ccc2O[C@@H]1CN(C)C	2.7	0
Cc1nnc(SCC(=O)Nc2ccccc2C(C)C)s1	0.3	/
C[C@H](CO)N1C[C@H](C)[C@@H](CN(C)S(=O)(=O)c2ccc(F)cc2)OCCCC[C@H](C)Oc2ccc(NS(=O)(=O)c3cn(C)cn3)cc2C1=O	1.4	/
COCC#Cc1cnc2c(c1)C(=O)N([C@@H](C)CO)C[C@H](C)[C@@H](CN(C)Cc1ccc3c(c1)OCO3)O2	/	-18
CO[C@H]1CN(C)C(=O)c2cc(NC(=O)C3CCC3)ccc2OC[C@H](C)N(Cc2ccc(F)cc2)C[C@H]1C	0.1	-22
C[C@H]1CN([C@@H](C)CO)C(=O)c2cc(NC(=O)Nc3ccc4c(c3)OCO4)ccc2O[C@H]1CN(C)C(=O)Nc1ccc(F)cc1	1.2	/
